CDK5 inh: blocks human CDK5/p35 kinase activity | Q00535+Q15078 | Recombinant CDK5/p35, ADP-Glo luminescence, 60 min | inhibition, % at 10 µM | actives 0.01% (n = 330,000) | AID 488839;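 active = highest replicate inhibition of at least 50% and at least 75% of replicates reaching 50%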;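 note: plate controls were DMSO neutral control for no effect and GW8510 at 10 µM for full effect; many of its hits are not listed in these tables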
Mot1-301 SUMO: blocks SUMOylation pathway, rescuing yeast Mot1-301 growth; actives 1% (n = 320,000); S. cerevisiae Mot1-301 growth rescue, ATP luminescence, 38.5C; percent above DMSO median, 100 means doubled; growth rescue, % at 18.8 µM;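 active = every valid replicate shows activation above 250% relative to neutral control wells; inactive = the rest, any valid replicate at or below 250%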;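 note: OY570 slx delta 5 strain wells were the positive control but not used for scaling; some compounds called inactive have numbers as strong as hits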
Tat transport: blocks Tat-dependent protein export in E. coli. E. coli MC4100 TorA-mCherry Tat export, fluorescence. inhibition, % at 10 µM. actives 0.036% (n = 340,000). AID 488895;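 active = mean replicate inhibition at least 50% and at least half of replicates individually reaching 50%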;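 note: exported cargo escapes ClpAP degradation while cytoplasmic cargo is degraded and loses fluorescence; 0% = median of neutral control wells and 100% = median of NaSCN control wells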
DAGLB inh: blocks human DAGLB lipase activity | actives 0.059% (n = 340,000) | inhibition, % at 5.17 µM | AID 504411 | HEK293T DAGLB membrane lysate, EnzChek fluorogenic substrate | Q8NCG7; in the data active = inhibition above about 34%;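 note: 0% = enzyme with vehicle and 100% = wells lacking enzyme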
HTR5A ag: HTR5A agonism, opioid heterodimer counter-screen; activation, % at 9.3 µM; P47898; HTR5A agonist assay, luminescence, cell-based; actives 0.61% (n = 340,000); in the data active = activation mostly above about 9.5%, no sharp cut-off; inactive = mostly below about 7.6%;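 note: 0% = cells with vehicle only and 100% = reference agonist; strong numbers were not always called active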
Target sequence (P47898 whole entry, looked up): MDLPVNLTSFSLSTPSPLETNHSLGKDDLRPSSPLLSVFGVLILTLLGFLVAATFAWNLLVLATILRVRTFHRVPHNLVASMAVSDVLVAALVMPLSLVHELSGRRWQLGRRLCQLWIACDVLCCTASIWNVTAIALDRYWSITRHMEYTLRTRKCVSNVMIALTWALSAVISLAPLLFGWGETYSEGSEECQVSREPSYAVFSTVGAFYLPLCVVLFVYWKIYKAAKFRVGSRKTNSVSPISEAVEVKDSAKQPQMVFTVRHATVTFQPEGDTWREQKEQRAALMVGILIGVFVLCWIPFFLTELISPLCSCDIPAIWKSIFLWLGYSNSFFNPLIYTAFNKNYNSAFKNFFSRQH
PKA-R2B activ: PKA-R2B complex activation; actives 0.079% (n = 340,000); PKA-R2B holoenzyme dissociation, Cy5-IP20 fluorescence polarization; R2B truncated from residue 108, S112A mutant; 0% DMSO only, 100% 113 µM cGMP; AID 504700; P22694+P31323; activation, % at 11.4 µM;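 active = activation above a cutoff set at the mean over all compounds plus 3 SD, cut at about 18% in these data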;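 note: higher means more holoenzyme dissociation and a rise in polarization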
Target sequence (P31323 whole entry, looked up, other chains not shown, the tested form may be a part): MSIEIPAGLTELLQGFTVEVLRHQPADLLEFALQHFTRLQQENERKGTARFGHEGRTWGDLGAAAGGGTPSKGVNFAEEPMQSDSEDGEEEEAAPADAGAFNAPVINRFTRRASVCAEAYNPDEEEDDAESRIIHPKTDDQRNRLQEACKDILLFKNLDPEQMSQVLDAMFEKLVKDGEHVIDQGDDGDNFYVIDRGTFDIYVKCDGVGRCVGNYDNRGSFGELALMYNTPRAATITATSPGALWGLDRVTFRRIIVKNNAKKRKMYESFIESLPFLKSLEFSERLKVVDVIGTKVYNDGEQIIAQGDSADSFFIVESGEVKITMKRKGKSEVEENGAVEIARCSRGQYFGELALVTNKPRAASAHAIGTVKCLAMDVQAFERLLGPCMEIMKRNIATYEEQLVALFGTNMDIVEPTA
AddAB inh: less growth of phage-infected E. coli with AddAB; inhibition, % at 11.9 µM; actives 0.29% (n = 330,000); E. coli expressing H. pylori AddAB, absorbance growth; in the data active = inhibition above about 12%;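 note: 0% = vehicle wells of infected cells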
HTR5A inv ag: inverse agonist of human HTR5A in OPRM1-OPRD1 counter-screen; P47898; HTR5A cell line, luminescence, inverse agonism; inhibition, % at 9.3 µM; actives 0.083% (n = 340,000); AID 504634; in the data active = inhibition mostly above about 23%, no sharp cut-off; inactive = mostly below about 18%;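 note: 0% = cells with DMSO and 100% = no-cell wells with DMSO; some compounds called inactive have numbers as strong as hits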
phage Ecoli inh: E. coli growth loss with phage present; growth absorbance; inhibition, % at 11.9 µM; actives 0.26% (n = 360,000); AID 651602; in the data active = inhibition above about 11%
PKA-R1A activ: PKA-R1A complex activation; P00514+P68181; PKA-R1A dissociation, Cy5-IP20 fluorescence polarization; scaled: DMSO 0%, 113 µM cGMP 100%; activation, % at 11.4 µM; actives 0.083% (n = 340,000);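 active = percent activation above the mean of all tested compounds plus 3 SD, cut at about 19% in these data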;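 note: higher means more PKAc released from R1A so a rise in polarization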
Ecoli viability: reduces bacterial viability in AddAB counter-screen; E. coli V3065 growth, OD600 absorbance, 18 h; actives 0.27% (n = 330,000); inhibition, % at 11.9 µM;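 active = inhibition above the campaign's mean inhibition across all tested compounds plus 3 SD, cut at about 9.9% in these data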;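 note: uninfected addAB+ strain grown without phage in ampicillin broth; 0% = DMSO wells and 100% = ciprofloxacin 0.95 µg/ml wells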
The depositor's hits bear a star; · = not tested or not shown.

SMILES | CDK5 inh | Mot1-301 SUMO | Tat transport | DAGLB inh | HTR5A ag | PKA-R2B activ | AddAB inh | HTR5A inv ag | phage Ecoli inh | PKA-R1A activ | Ecoli viability
COc1cccc(-c2nc3n(n2)C(c2ccccc2Cl)C(C(N)=O)=C(C)N3)c1 (stereo not given) | 1.9 | -4 | -8 | 0 | -1 | -13 | 1.6 | 3 | 1.8 | -5 | -3.1
CCc1nn(CC(=O)NCCCN2CCN(C)CC2)c(=O)c2cc3occc3n12 | -0.8 | 6 | -7 | -1 | -3 | -6 | 4.1 | 4 | 0.9 | 0 | -2.3
COc1cc(C)ccc1OCCOc1c(C)cc(Cl)cc1Cl | 0.1 | 17 | 0 | -16 | 4 | 1 | 1.4 | -11 | 2.7 | -9 | -0.8
O=c1c2ccccc2ncn1-c1cccc(Br)c1 | 0.2 | -14 | -3 | -3 | 6 | -5 | 2.0 | 5 | 3.1 | 8 | -0.5
COCCNC(=O)[C@@H]1CSC2c3ccc(OC)c(OC)c3C(=O)N21 (stereo not given in full) | 0.4 | 2 | 1 | -3 | 0 | 4 | -0.4 | 1 | 4.8 | -7 | 0.4
CC1Cc2ccccc2N1C(=O)CSC1=NCCS1 (stereo not given) | -1.4 | 5 | -9 | -4 | 3 | -7 | 2.1 | -17 | 1.3 | 2 | 3.4
O=C(N/C(=C/c1ccc(Br)cc1)C(=O)N1CCCC1)c1cccs1 | -0.6 | 31 | -1 | 3 | 2 | 2 | 0.8 | -5 | 3.8 | -2 | -1.2
COc1ccc(Nc2ncnc3sccc23)cc1 | 0.1 | -9 | -5 | -3 | 10 | -4 | 1.1 | -22 | 0.4 | 2 | -0.4
CCc1nnc(-n2nc(C)cc2-c2ccccc2)n1N | 0.0 | -8 | -2 | 0 | -1 | -1 | 1.6 | 3 | 1.7 | 1 | 1.4
CC(C)(C)n1nnnc1C(c1cccs1)N1CCCC2(CCCCC2)C1 (stereo not given) | 5.1 | 37 | 5 | -1 | 6 | -7 | 1.2 | -16 | 1.3 | -12 | 2.5
CS(=O)(=O)N(CC(=O)Nc1ccc(Br)cc1F)C1CCCCC1 | -1.5 | -1 | 2 | -16 | 1 | -4 | 2.2 | -17 | 1.5 | -2 | 1.8
O=S1(=O)[C@H]2C[C@@H]3C=C[C@]2(CN1Cc1ccc(C(F)(F)F)cc1)O3 | -1.0 | 0 | -13 | -3 | -2 | -4 | 3.5 | 3 | 2.5 | 0 | 2.6
COc1nnc(-c2ccc(N3CCCCC3)c(N)c2)c2ccccc12 | 0.7 | 8 | -6 | 2 | 10 | 5 | -0.5 | -5 | 3.9 | -5 | 0.2
Fc1ccccc1CSc1nnc2ccc(-c3ccncc3)nn12 | -4.6 | -20 | -3 | 0 | 0 | 19* | 3.5 | -31 | -1.1 | 2 | 1.4
Cc1ccc(NC(=O)CN(C)CC(=O)Nc2ccccc2C#N)cc1 | -0.4 | -10 | 1 | -1 | -2 | 0 | 0.3 | 6 | -1.4 | -2 | -1.9
CCCCN1C(=N)N([C@@H](CCC)CN2CCC[C@H]2CN2C(N)=NC[C@H]2CC(C)C)C[C@H]1Cc1ccccc1 | 0.4 | · | 6 | -1 | -1 | 6 | 2.5 | 3 | 3.0 | -6 | 1.8
O=C(NCCCN1CCCC1)c1cc(Sc2ccc(F)cc2)nc2ccccc12 | -0.8 | -18 | 0 | 5 | 3 | -10 | 0.9 | -7 | 0.8 | 3 | -2.0
CCCCn1c(-c2ccsc2)nc2c1c(=O)[nH]c(=O)n2CCC | -2.2 | 6 | 1 | 2 | -2 | -9 | -0.2 | -4 | 0.5 | 9 | 0.6
Cc1cccc(C(=O)N2CCc3c([nH]c4ccccc34)C2CC(C)C)n1 (stereo not given) | -1.8 | 11 | 6 | -3 | 2 | -14 | 2.1 | -6 | 4.2 | -6 | -1.5
CCCCn1c(N)c(N(CCC(C)C)C(=O)Cc2ccc(S(=O)(=O)N3CCOCC3)s2)c(=O)[nH]c1=O | -5.4 | 0 | 4 | 3 | 4 | -17 | -1.0 | -6 | 2.4 | -8 | 1.5
COc1cccc(C2C(C#N)=C(N)Oc3cc(N)ccc32)c1OC (stereo not given) | 0.3 | -1 | 1 | 3 | 1 | -3 | -0.2 | -3 | 0.1 | 3 | -1.1
CC(C)Oc1ccc(NC(=O)C2CCCNC2=O)cc1 (stereo not given) | -3.7 | 0 | 0 | 0 | 4 | 13 | -1.0 | 12 | 3.1 | -3 | -2.5
CCN(CC)CCNC(=O)CNC(=S)N(CCCN1CCOCC1)Cc1cccs1 | -0.5 | 17 | 6 | 4 | -2 | -9 | 3.4 | 5 | 0.0 | -11 | 3.2
CCc1ccc2[nH]c(=O)c(CN(Cc3ccc(OC)cc3)Cc3nnnn3CCOC)cc2c1 | 1.2 | · | 3 | 4 | -2 | -5 | · | 17 | 1.4 | -4 | ·
CCN(CC(=O)Nc1c(F)cccc1F)C(=O)CCCc1nc2ccccc2c(=O)[nH]1 | -0.1 | -17 | -12 | -3 | 0 | -1 | 0.7 | 1 | 7.2 | -2 | 4.5
CCCC(NC(=O)COc1cc2c(c3oc(=O)c(C)c(C)c13)CCC(C)(C)O2)C(=O)O (stereo not given) | 0.1 | -1 | 8 | 5 | 0 | -3 | -1.3 | 0 | 0.8 | -7 | -2.8
Cc1c(C(=O)N(C)Cc2ccccc2)oc2c(Cl)cccc12 | -0.6 | -12 | 6 | -6 | -3 | 5 | 2.4 | 8 | 2.6 | 3 | -0.9
CCCOC(=O)C1=C(C)NC2=C(C(=O)C(C(=O)OC)C(C)C2)C1c1ccc(N(C)C)cc1 (stereo not given) | 0.1 | -6 | 6 | 1 | -2 | -7 | 2.9 | 2 | 2.2 | -15 | -2.2
CCN(CCO)C1CC(=O)N(c2ccccc2C)C1=O (stereo not given) | -1.1 | -31 | -5 | 0 | -1 | 1 | 4.1 | -2 | · | -4 | 1.4
CC(C)C(NC(=O)CN(c1ccc2c(c1)OCCO2)S(=O)(=O)c1ccccc1)C(C)C | -4.6 | -7 | 3 | -2 | 0 | -4 | 1.2 | 5 | -0.1 | -2 | 0.0
CCCCn1nnnc1SCC(=O)c1ccccc1F | 0.7 | 0 | 2 | -1 | -2 | -13 | 1.1 | 6 | 2.8 | -9 | 0.3
CCc1ccc(NC(=O)CSc2nc3ccccc3c(=O)n2CCCC(=O)NCCCN2CCOCC2)cc1 | 0.2 | 9 | -9 | -1 | 6 | 3 | -0.2 | -17 | 3.4 | -10 | -0.4
Cc1cc(=O)oc2c(C(=O)/C=C\c3cccs3)c(O)ccc12 | -2.1 | 62 | 3 | 5 | -4 | 10 | -2.0 | 12 | 0.5 | 2 | -2.3
CN(C)S(=O)(=O)c1cccc(-c2nnc(SCc3ccc4c(c3)OCCO4)o2)c1 | 4.5 | 0 | -8 | -2 | 7 | -3 | -0.2 | -19 | 0.7 | -12 | -1.5
COc1cccc(-c2cc(C(=O)N/N=C/c3cccc(OC)c3OC)c3ccccc3n2)c1 | -0.3 | -2 | 3 | -4 | 5 | 9 | -1.3 | -11 | 1.0 | 3 | 1.2
O=C(CSc1ccccc1)N1CCCC(N2CCN(c3ccccc3)CC2)C1 (stereo not given) | -0.9 | 14 | -6 | -1 | 3 | 2 | 1.9 | 7 | 2.3 | -5 | -1.9
O=C(O)c1cccc(NC(=O)c2ccc(COc3ccc(Cl)cc3)cc2)c1 | -1.1 | -6 | -14 | 2 | -3 | -7 | 0.1 | 13 | 0.1 | -1 | -1.8
CCCN(C(=O)c1cnccn1)c1c(N)n(Cc2ccccc2)c(=O)[nH]c1=O | -3.7 | 29 | -6 | 0 | 8 | -2 | -0.1 | -19 | -0.6 | 3 | -0.3
Cc1cccc(Nc2nnc(SCC(=O)c3c(N)n(C4CC4)c(=O)[nH]c3=O)s2)c1C | 0.8 | -3 | -3 | 4 | 1 | 2 | -0.4 | 9 | -0.2 | -14 | -0.2
COc1ccc(-c2csc(NC(=O)c3ccccc3F)n2)cc1 | 0.0 | 4 | -5 | -9 | 7 | 1 | 3.8 | -10 | 0.7 | 5 | 2.9
CC1CCCN(C(=O)C2CCN(CC3CC=CCC3)CC2)C1 (stereo not given) | 2.8 | 28 | -4 | 2 | -2 | -2 | -2.4 | -5 | 1.5 | -5 | -0.1

Exported tab-delimited: part of the list above
SMILES	CDK5 inh	Mot1-301 SUMO	Tat transport	DAGLB inh	HTR5A ag	PKA-R2B activ	AddAB inh	HTR5A inv ag	phage Ecoli inh	PKA-R1A activ	Ecoli viability
CCN(CCO)C1CC(=O)N(c2ccccc2C)C1=O (stereo not given)	-1.1	-31	-5	0	-1	1	4.1	-2	·	-4	1.4
CC(C)C(NC(=O)CN(c1ccc2c(c1)OCCO2)S(=O)(=O)c1ccccc1)C(C)C	-4.6	-7	3	-2	0	-4	1.2	5	-0.1	-2	0.0
CCCCn1nnnc1SCC(=O)c1ccccc1F	0.7	0	2	-1	-2	-13	1.1	6	2.8	-9	0.3
CCc1ccc(NC(=O)CSc2nc3ccccc3c(=O)n2CCCC(=O)NCCCN2CCOCC2)cc1	0.2	9	-9	-1	6	3	-0.2	-17	3.4	-10	-0.4
Cc1cc(=O)oc2c(C(=O)/C=C\c3cccs3)c(O)ccc12	-2.1	62	3	5	-4	10	-2.0	12	0.5	2	-2.3
CN(C)S(=O)(=O)c1cccc(-c2nnc(SCc3ccc4c(c3)OCCO4)o2)c1	4.5	0	-8	-2	7	-3	-0.2	-19	0.7	-12	-1.5
COc1cccc(-c2cc(C(=O)N/N=C/c3cccc(OC)c3OC)c3ccccc3n2)c1	-0.3	-2	3	-4	5	9	-1.3	-11	1.0	3	1.2
O=C(CSc1ccccc1)N1CCCC(N2CCN(c3ccccc3)CC2)C1 (stereo not given)	-0.9	14	-6	-1	3	2	1.9	7	2.3	-5	-1.9
O=C(O)c1cccc(NC(=O)c2ccc(COc3ccc(Cl)cc3)cc2)c1	-1.1	-6	-14	2	-3	-7	0.1	13	0.1	-1	-1.8
CCCN(C(=O)c1cnccn1)c1c(N)n(Cc2ccccc2)c(=O)[nH]c1=O	-3.7	29	-6	0	8	-2	-0.1	-19	-0.6	3	-0.3
Cc1cccc(Nc2nnc(SCC(=O)c3c(N)n(C4CC4)c(=O)[nH]c3=O)s2)c1C	0.8	-3	-3	4	1	2	-0.4	9	-0.2	-14	-0.2
